Source: PubChem
hcDAF12 agonist: activates DAF-12 receptor from parasite H. contortus; HEK293 hcDAF-12 lit1-tk-luc reporter, luminescence; 0% DMSO, 100% Δ7-dafachronic acid; activation, % at 6.8 µM; 370,000 compounds, 1.4% hits; AID 652067;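 active means activation above the mean of all tested compounds plus 3 SD, cut at about 5.5% in these data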;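 further: 100% = response to 3 µM Δ7-dafachronic acid high control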
hgDAF12 agonist: activates the H. glycines DAF-12 receptor ligand-binding domain; AID 687014; activation, % at 6.8 µM; 370,000 compounds, 1.8% hits; HEK293 GAL4-hgDAF12 UAS-luciferase reporter, agonist luminescence; normalized to butyrate control;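 active means activation above a cutoff set at the mean of all screened compounds plus 3 SD, cut at about 10% in these data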;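 further: 0% = DMSO wells and 100% = sodium butyrate wells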
GAA850 FXN act: frataxin GAA850 promoter activation; HEK293 lucGAA850 FXN promoter luciferase reporter, 24 h; percent of 10 µM SAHA response; activation, % at 6 µM; 360,000 compounds, 0.56% hits;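 active means activation above the average of all compounds screened plus 3 SD, cutoff fixed separately per campaign, cut at about 7.5% in these data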;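 further: 0% = DMSO wells and 100% = 10 µM SAHA wells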
ADAM17 inh: inhibitors of human ADAM17. recombinant ADAM17, EDANS/DABCYL FRET peptide cleavage. inhibition, % at 6.95 µM. AID 720648. 370,000 compounds, 0.83% hits;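 active means inhibition above the mean of compounds lying between control limits plus 3 SD, set per campaign, cut at about 8.5% in these data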;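 further: 0% = DMSO-only wells as the low control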
DAX1 inh-1: inhibits human nuclear receptor DAX1. P51843. HEK293 Gal4-DAX1 luciferase reporter, luminescence. inhibition, % at 6.75 µM. 340,000 compounds, 0.99% hits. AID 504766;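 active means inhibition above the mean over all tested compounds plus 3 SD, cut at about 4.2% in these data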;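 further: 0% = DAX1-transfected cells with DMSO and 100% = empty-vector control cells with DMSO; inhibition shows as a rise in luminescence from relieved DAX1 repression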
ssDAF12 agonist: S. stercoralis DAF-12 activation, primary screen | HEK293 ssDAF-12/GRIP1 lit1-tk-luc reporter, luminescence; % of 3 µM dafachronic acid response | activation, % at 6.8 µM | 370,000 compounds, 1% hits | AID 652126;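 active means activation above the mean over all tested compounds plus 3 SD, cut at about 0.9% in these data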;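 further: 0% = DMSO-only wells and 100% = 3 µM delta7-dafachronic acid wells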
PG9 Ab binder: PG9 antibody binding by small molecule. TR-FRET gp120-PG9 antibody binding. inhibition, % at 6.7 µM. 360,000 compounds, 0.43% hits. AID 624416; in the data active means inhibition above about 8.5%
DAX1 inh-2: DAX1 (NR0B1) inhibition, primary screen; HEK293T StAR-luciferase reporter, SF-1/DAX-1 repression relief; inhibition, % at 6.8 µM; 370,000 compounds, 1.1% hits; AID 652010;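 active means inhibition above the mean over all tested compounds plus 3 SD, cut at about 3.6% in these data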;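 further: 0% = DAX-1 cells with DMSO and 100% = cells lacking DAX-1 with DMSO; higher inhibition means more luminescence from relief of DAX-1 repression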
SMARCA2 activ: SMARCA2 function activation, primary screen; 370,000 compounds, 1% hits; MG213 cells, MMTV-luciferase reporter, dexamethasone, overnight; activation, % at 9.1 µM; in the data active means activation above about 7.8%;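 further: 0% = vehicle wells and 100% = reference activator wells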
NPR1 activator: GC-A (human) enzyme activation; HEK293 GC-A cells, cGMP TR-FRET, EC30 ANP; 0% at EC30 ANP, 100% saturating ANP; activation, % at 10 µM; 370,000 compounds, 0.14% hits; AID 1671463; in the data active means activation above about 40%
Target sequence (P16066 whole entry, looked up): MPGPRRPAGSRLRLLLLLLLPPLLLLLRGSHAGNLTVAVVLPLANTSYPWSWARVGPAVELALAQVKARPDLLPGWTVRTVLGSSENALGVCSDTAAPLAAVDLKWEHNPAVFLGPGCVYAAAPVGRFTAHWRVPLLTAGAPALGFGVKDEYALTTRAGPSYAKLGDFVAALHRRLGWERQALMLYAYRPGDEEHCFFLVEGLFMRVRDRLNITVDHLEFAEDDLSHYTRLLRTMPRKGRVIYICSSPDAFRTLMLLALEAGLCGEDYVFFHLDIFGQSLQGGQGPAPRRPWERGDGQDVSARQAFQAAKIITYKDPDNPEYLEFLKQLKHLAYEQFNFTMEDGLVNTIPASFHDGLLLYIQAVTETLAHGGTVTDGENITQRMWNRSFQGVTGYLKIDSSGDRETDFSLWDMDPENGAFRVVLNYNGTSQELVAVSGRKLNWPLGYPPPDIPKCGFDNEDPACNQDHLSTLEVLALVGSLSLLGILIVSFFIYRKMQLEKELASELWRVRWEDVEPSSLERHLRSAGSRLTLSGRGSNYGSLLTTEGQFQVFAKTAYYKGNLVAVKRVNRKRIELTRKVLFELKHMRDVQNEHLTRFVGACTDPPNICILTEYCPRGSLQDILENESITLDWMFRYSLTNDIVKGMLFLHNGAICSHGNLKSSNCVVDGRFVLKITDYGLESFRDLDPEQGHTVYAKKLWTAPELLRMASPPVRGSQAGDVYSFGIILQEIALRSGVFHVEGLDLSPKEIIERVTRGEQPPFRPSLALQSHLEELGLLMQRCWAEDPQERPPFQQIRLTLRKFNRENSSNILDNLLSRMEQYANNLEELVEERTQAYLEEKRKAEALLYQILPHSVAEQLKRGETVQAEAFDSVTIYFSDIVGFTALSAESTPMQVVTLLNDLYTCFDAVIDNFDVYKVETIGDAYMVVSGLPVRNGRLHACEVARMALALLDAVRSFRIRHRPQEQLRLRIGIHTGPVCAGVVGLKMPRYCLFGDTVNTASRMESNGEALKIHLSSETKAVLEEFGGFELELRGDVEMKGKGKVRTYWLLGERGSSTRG
ADAM10 inh: inhibits human ADAM10; O14672; recombinant ADAM10, EDANS/DABCYL FRET peptide cleavage, 3 h; inhibition, % at 7 µM; 370,000 compounds, 0.62% hits;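 active means inhibition above a per-campaign cutoff equal to the mean of compounds falling between control-based bounds plus 3 SD, cut at about 20% in these data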;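 further: 0% = DMSO wells while the 100% control is not disclosed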
An asterisk follows results filed as active; · = no result given.

SMILES	hcDAF12 agonist	hgDAF12 agonist	GAA850 FXN act	ADAM17 inh	DAX1 inh-1	ssDAF12 agonist	PG9 Ab binder	DAX1 inh-2	SMARCA2 activ	NPR1 activator	ADAM10 inh
Cn1c(N)c(S(=O)(=O)N2CCN(c3ccccc3F)CC2)c(=O)n(C)c1=O	-1.2	0.9	2.2	1	0.1	-1.2	0.8	0.3	2	0	2
Cc1cc(C(=O)CCC(=O)NNC(=O)c2ccccc2O)c(C)s1	2.0	-0.6	1.6	-12	0.4	-0.3	-2.5	1.5	3	-4	-28
Cc1cc(/C=C(\C#N)C(=O)Nc2ccccc2)c(C)n1-c1cccnc1	1.9	7.7	5.6	-6	0.2	0.2	3.2	1.9	4	1	-5
COc1ccc(-c2coc3c(C(=O)NCc4ccc(F)c(F)c4)cccc23)c(C)c1	-4.2	-2.7	-0.7	1	·	-1.8	0.7	-4.8	-8	1	1
O=C(CNc1cccc(S(=O)(=O)N2CCCC2)c1)Nc1ccc(F)cc1F	-0.7	-1.8	1.0	-6	0.2	-0.8	1.0	-1.3	-3	3	-7
O=C(NN=Cc1ccc(O)cc1)C(=O)NN=Cc1ccc(O)cc1	-0.1	-0.7	0.1	4	0.4	-0.9	-0.7	0.5	0	0	-3
COc1ccc(S(=O)(=O)N2CCCCCC2)cc1C(=O)N(C)Cc1cccc(OC)c1OC	0.9	-1.9	1.6	-6	1.1	-1.6	-0.7	1.5	-2	-2	-4
CC(=O)N1CCc2cc(Br)cc(S(=O)(=O)CCC(=O)N3CCN(c4ccccn4)CC3)c21	-1.1	-0.6	0.8	-3	-0.4	-1.0	-0.3	-1.1	5	0	9
CS(=O)(=O)NCc1csc(-c2ccccc2)n1	0.5	0.0	2.4	-5	0.7	-0.8	-0.9	-0.3	2	4	4
CCn1nc(NS(=O)(=O)c2ccc(NC(C)=O)cc2)c2cc3ccccc3nc21	1.0	1.0	-0.7	-5	-0.5	-0.1	-7.1	1.3	-1	-3	-8
COc1ccc(Nc2nc(-c3sc(C)nc3C)cs2)cc1	-3.0	1.1	-2.6	1	-1.7	-1.6	-4.2	-1.4	-2	-20	9
COc1cccc(NC(=O)CNC(=O)Cn2cnc3sc(C)c(C)c3c2=O)c1	-0.1	2.0	4.3	-3	0.0	-1.0	-0.8	-0.1	-4	-3	0
O=C(Nc1ccc2snnc2c1)N1CCOCC1	0.8	1.7	2.4	-6	0.9	-1.0	-0.8	0.1	1	0	-16
COc1cc(C2C(C#N)=C(N)Oc3c2ccc2ccccc32)ccc1OCC(=O)Nc1ccccc1C (stereo not given)	-2.1	-0.3	-2.8	-1	1.5	-0.2	-1.9	0.2	0	1	-6
CN1CCN(c2nc3c(c(=O)[nH]c(=O)n3C)n2CCCSc2nnnn2-c2ccccc2)CC1	0.4	-0.9	0.2	0	0.8	-0.8	-0.9	-0.2	-4	-6	-8
CC1(C)Cc2nc3sc4c(=O)n(CC(N)=O)cnc4c3cc2CO1	-0.3	2.8	1.2	-1	0.3	-0.5	-0.5	0.4	2	2	-5
O=C(Nc1cccc(S(=O)(=O)N2CCCC2)c1)c1ccc2c(=O)n3c(nc2c1)CCCCC3	-3.8	-3.1	-3.0	2	-3.8	-1.3	-1.4	-3.0	-2	4	3
O=C(Nc1ccc(C(=O)N2CCCC(CO)C2)cc1)c1ccc(Br)o1 (stereo not given)	-0.5	2.5	0.7	-1	0.1	-0.9	-1.8	-0.4	1	1	1
Cc1ccc(C2=Nc3ccc(Br)cc3C(c3ccncc3)=NN2)cc1	-0.4	5.3	4.1	-2	0.7	-1.6	0.9	0.9	0	-16	4
CCC(=O)NC1OC(CO)C(O)C(O)C1O (stereo not given)	1.2	-1.5	1.2	-6	1.3	-1.9	-1.1	0.3	-2	1	-5
CCOC(=O)N1CCC(NC(=O)c2cc(S(=O)(=O)N3CCc4ccccc43)cn2C)CC1	0.4	-1.8	2.7	-2	-0.1	-0.6	-0.4	-0.2	-3	-34	4
Cc1ccc(C(=O)Nc2ccc(Cc3ccncc3)cc2)cc1[N+](=O)[O-]	-1.7	0.5	0.6	-1	-0.9	-1.2	2.2	-2.2	-1	0	3
CCOC(=O)CN1C(=O)S/C(=C/c2ccc(N3CCCCC3)o2)C1=O	-2.3	-1.1	0.7	-7	0.4	-0.8	-2.6	-0.4	1	1	-4
Cn1c(SCC(=O)c2c(N)n(C)c(=O)n(C)c2=O)nnc1-c1ccccc1	-1.2	0.7	1.7	5	-1.5	-1.2	-1.6	-0.3	4	0	6
COc1ccc(C(=O)c2cnc[nH]2)cc1OC	1.7	-1.2	1.9	0	1.5	-1.0	-1.6	1.1	-1	0	1
COc1ccccc1CC(=O)NNS(=O)(=O)c1ccccc1[N+](=O)[O-]	-2.1	-2.4	4.4	-2	0.8	-1.3	-1.5	-0.2	-5	-1	3
Cc1ccc(C(=O)NCc2nnc3c(C(F)(F)F)cc(Cl)cn23)o1	-0.5	-1.9	0.7	5	0.3	-1.0	0.1	0.3	-2	2	1
CN(C)Cc1cc(C(C)(C)c2ccccc2)ccc1O	-0.5	1.7	-0.4	-2	1.6	-1.1	-0.8	0.1	3	-8	8
CCc1nc(-c2ccccc2)cc(=O)[nH]1	-0.4	-0.6	-0.1	-1	-0.4	-1.4	-1.0	-0.2	-1	0	-1
Cc1oc(-c2ccccc2F)nc1CSCC(=O)NC1CC1	1.8	2.4	0.8	-4	-0.1	-0.7	-2.9	0.1	2	0	4
COc1ccc(CCn2c(C)cc3c(c2=O)C(c2ccncc2)C(C#N)=C(N)O3)cc1OC (stereo not given)	-1.3	-0.9	-0.2	-6	-0.4	-1.2	1.5	0.2	-5	-1	-19
Cc1ccc(S(=O)(=O)N2CCCCC2CCNC(=O)C(=O)NCc2ccccc2)cc1 (stereo not given)	-1.4	1.7	1.0	-1	-2.2	-1.6	0.1	-3.6	-1	-3	1
Cc1ccc(N2NC3(CCN(C(N)=O)CC3)NC2=O)cc1	2.4	0.6	·	0	·	-0.5	-1.1	0.1	3	-2	1
CC(C)n1c(O)c(N=Nc2ccc(Cl)nn2)c2ccccc21	-1.8	0.4	-3.9	-6	-0.1	-0.4	-1.1	0.1	-1	2	-3
COc1ccc(C(=O)c2cnc3ccccc3c2-c2ccccc2)cc1	-1.8	1.3	0.5	6	-0.6	-2.0	-2.6	-0.5	-3	-8	1
CC(C)CCNC(=O)C(C)N(Cc1ccc(F)cc1)C(=O)c1ccc(CN2CCOCC2)o1 (stereo not given)	-1.3	-0.6	1.8	-2	-0.6	-1.4	1.2	-0.6	4	-3	-1
Clc1ccc(Cn2nnc3ccccc32)cc1	0.5	1.5	0.0	-2	-0.8	-1.1	-0.7	-0.2	-1	-6	-1
CC(=O)c1sc(NC(=O)c2ccc(C)cc2)nc1C	0.4	9.5	5.2	-1	1.8	-0.2	4.1	1.4	9.7*	-2	10
Cc1ccccc1-n1c(SC2CCOC2=O)nnc1-c1ccncc1 (stereo not given)	-0.7	4.5	-2.3	-4	1.3	-1.5	2.0	1.3	-3	4	-3
Cc1cc(C)c(S(=O)(=O)Nc2ccc(C(=O)O)cc2)cc1S(=O)(=O)Nc1ccc(C(=O)O)cc1	-0.4	0.9	0.1	-2	0.5	-1.8	0.6	0.1	-2	0	6
CCCOc1ccc(-c2c(C(=O)N/N=C/c3cccnc3)nnn2-c2nonc2N)cc1	-2.0	-0.1	0.2	1	-0.1	-1.4	-1.5	-0.3	-1	2	2
CCOc1ccc(Br)cc1S(=O)(=O)Nc1ccc(NC(=O)c2ccccc2F)cc1	-1.5	-1.7	1.1	5	-1.6	-1.1	-2.2	0.3	-2	-3	12
C=CCNC(=S)/N=c1/ccccn1CC	-1.1	1.4	3.0	-10	-0.2	-1.1	1.4	0.0	-5	-2	-22
CN(CC(=O)Nc1ccc(Cl)c(C(F)(F)F)c1)C(=O)Cc1c[nH]c2ccccc12	2.2	0.6	2.4	-4	1.5	0.1	-3.9	1.3	-2	-4	25*
O=C(c1ccco1)N1CCN(S(=O)(=O)c2ccc3[nH]c(=O)oc3c2)CC1	-0.8	-1.1	-0.1	-9	0.8	-0.9	0.1	-0.3	-1	1	-12
COc1ccc(C(C(=O)NC2CCCCC2)N(C(=O)c2snc(C(N)=O)c2N)c2ccccc2OC)cc1 (stereo not given)	0.1	-1.2	0.8	-45	1.5	-1.3	-0.3	-0.2	0	-7	-125
c1ccc(SCc2cn(C[C@H]3CC[C@@H]([C@@H]4CC[C@H](Cn5cc(CSc6ccccc6)nn5)O4)O3)nn2)cc1	-1.2	-4.6	-1.2	-2	-0.8	-1.7	0.0	-0.3	1	-2	-7
COc1ccc([C@H]2C[C@@H](O)[C@H](n3cc(-c4ccc(F)cc4)nn3)CN2C(=O)C2CCCCC2)cc1	-2.1	-3.4	-0.6	2	2.7	-0.9	-0.2	-0.8	-5	-1	-1
COc1ccccc1-c1cc(C(=O)N2CCN(c3ccc(F)cc3)CC2)no1	-1.2	1.7	-2.6	1	-0.4	-0.7	-2.5	0.4	1	-2	5
Cn1c(SCC(=O)Nc2ccccc2)nnc1-c1ccc2nonc2c1	0.9	0.7	-0.9	-7	2.2	-1.1	-0.6	-1.1	-2	-4	2
Cc1ccc(CC(=O)NCCCn2ccnc2)cc1	0.2	3.1	0.1	2	0.4	0.5	0.2	1.1	-2	-1	-1
CCOC(=O)C(Cc1ccccc1)C(=O)Nc1cccc2ccccc12 (stereo not given)	-1.0	-1.3	0.2	1	-1.0	-1.8	-3.6	-0.7	4	-2	4
CCCN(C(=O)c1cc(-c2ccco2)nc2ccccc12)c1c(N)n(Cc2ccccc2)c(=O)[nH]c1=O	-0.2	-1.9	-0.5	-16	-1.1	-0.9	2.6	0.1	-2	5	-34
O=C(N/N=C/c1ccccc1O)c1ccc2c(c1)OCO2	1.3	10	1.1	-20	2.9	-0.3	-2.2	-0.7	-2	0	-48
O=C1c2ccccc2S(=O)(=O)N1Cc1nc2ccccc2s1	-1.3	-6.8	-11	0	-4.3	-1.8	-1.6	-1.6	-2	-3	4
COc1ccc(CC(=O)OCC(=O)Nc2ncc(Cl)cc2Cl)cc1OC	-0.9	-3.2	2.2	-4	-0.3	-0.3	1.4	-0.7	-4	5	-8
CO[C@H](C(=O)N(C)C[C@@H]1OCc2ccccc2-c2c(n(C)c3ccccc23)C(=O)N([C@H](C)CO)C[C@@H]1C)c1ccccc1	-1.5	2.4	3.2	-6	0.4	-1.1	-1.9	-0.4	-3	0	-13
Cc1cc(C)c2nc(N3CCC(C(=O)N4CCN(C(=O)c5ccco5)CC4)CC3)sc2c1	-1.4	-1.5	0.2	0	-0.9	-2.0	-0.2	-0.3	-2	4	-24
CCCC(=O)OCC(=O)Nc1cc([N+](=O)[O-])ccc1OC	0.9	0.8	1.4	-3	0.6	-1.7	-1.9	-0.2	-2	3	-4
